# Screening data as filed in PubChem BioAssay.
# UTI89 phage lysis – inhibition of K1F phage lysis, E. coli UTI89, bacterial capsule biogenesis inhibitors, alamar blue (AID 488966) | E. coli UTI89 K1F phage lysis, alamar blue, 2 h; higher % means a stronger effect | one-dose inhibition, % at 100 µM; IC50 in µM for titrated hits | 340,000 compounds, 0.02% hits;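 active = phage lysis inhibition, versus mean bacterial control, above a set limit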;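 also: capsule biogenesis inhibitors block K1F phage lysis so surviving cells raise fluorescence; higher fluorescence means more inhibition of phage lysis; actives were called in the ten point dose series up to 300 µM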
# An asterisk follows results filed as active; [ ] = dose if it differs, or a comment.
SMILES,UTI89 phage lysis
COc1ccc(NC(=O)CC(C)CC(=O)NCc2ccc(F)cc2)c(OC)c1 (stereo not given),0.2%
CCNc1nc(OC)nc(N(OC)S(=O)(=O)c2ccc(C)cc2)n1,-0.1%
NNC(=O)C1CC(O)CN1S(=O)(=O)c1ccc2ccccc2c1 (stereo not given),1.0%[50 µM]
C=CC[C@H](CC(=O)N[C@H](CO)Cc1ccccc1)C(=O)N[C@H](COC(=O)[C@@H](CC=C)Cc1ccc(F)cc1)Cc1c[nH]c2ccccc12,-0.3%
CCOC(=O)C1=C(COC(=O)CNC(=O)c2cc(OC)c(OC)c(OC)c2)NC(=O)NC1C (stereo not given),0.9%[50 µM]
O=C(COC(=O)CC1CCCC1)Nc1ccc(Br)cc1F,0.6%
CN(c1ccccc1)S(=O)(=O)c1ccc(NC(=O)C2CC2)cc1,-0.3%
COc1c(Cl)ccc(Cl)c1C(=O)NC(=O)Nc1nc(C)cc(C)n1,-0.2%
CC(CN1C(C)CCCC1C)OC(=O)c1cccc(F)c1 (stereo not given),1.4%[50 µM]
COc1ccc(Cl)cc1C(=O)NN=C1CCCC1,-0.8%
CC(=O)Oc1ccc(C(=O)Nc2cc(C)on2)cc1,-0.1%
COc1ccc(CNCCc2ccc([N+](=O)[O-])cc2)c(OC)c1OC,0.0%
Cc1cccc(-c2noc(CNC(=O)c3ccco3)n2)c1,1.2%
COc1ccc(CNS(=O)(=O)c2ccc3c(c2)NC(=O)C(C)S3)cc1 (stereo not given),0.3%
COc1ccc(S(=O)(=O)N2CCc3ccccc32)cc1C(=O)Nc1ccc(NC(C)=O)cc1,-0.7%
Cc1ccc(OCCC(=O)Nc2ccc(C)c(S(=O)(=O)N3CCOCC3)c2)cc1,-0.1%[50 µM]
CSCCC(=O)N1CCCC(N(C)CCc2ccccc2)C1 (stereo not given),1.6%
CCOC(=O)c1nc(C(=O)NCc2ccc(C)cc2)nc2ccccc12,-3.8%
CCn1cc(C(=O)NCC(=O)NCCCN2CCOCC2)c(=O)c2cc3c(cc21)OCO3,0.0%
O=C(COc1ccccc1)NCC(c1ccco1)N1CCN(c2ccc(F)cc2)CC1 (stereo not given),1.0%[50 µM]
OCC1(Cc2ccc(F)cc2)CCCN(CCCC(F)(F)F)C1 (stereo not given),0.2%
COc1ccccc1-c1sc2cc3c(cc2c1C#CC1(O)CCCCC1)OCO3,1.9%
CCc1cc(=O)oc2cc(C)cc(OCC(=O)NC3CC3)c12,0.1%
O=C1[C@H]2[C@@H](c3ccc(Cl)cc3)N3C(=O)N(c4cccc(Cl)c4)C(=O)[C@@]3(Cc3ccc(Cl)cc3)[C@H]2C(=O)N1C1CCCCC1,-1.1%
COc1ccc(NC(=O)CCNC(=O)c2ccco2)cc1Cl,-0.2%
CC(C)(C)OC(=O)C[C@@H]1C/C=C\C[C@H](CC(=O)N[C@@H](CO)Cc2ccccc2)C(=O)N[C@H](Cc2ccccc2)COC1=O,3.7%
COc1ccc(CCNC(=O)c2cc3c(=O)n4ccccc4nc3n(CC3CCCO3)c2=N)cc1OC (stereo not given),0.3%
COc1ccc(S(=O)(=O)N2CCCC2)cc1NC(=O)c1ccccc1,0.2%
CC1=C(C(=O)OCCCBr)C(c2ccc3c(c2)OCO3)NC(=O)N1 (stereo not given),-1.4%
COC(=O)[C@@]12CCCN1[C@H](c1ccc(-c3ccc4c(c3)OCO4)c(OC)c1)[C@H]1C(=O)N(C)C(=O)[C@H]12,2.4%
COc1ccc(NC(=O)CN2C(=O)NC(C)(c3ccccc3)C2=O)cc1Cl (stereo not given),-1.1%
O=C1/C(=C/c2cccs2)CCC/C1=C\c1cccs1,-0.2%
Cc1ccc(C)c(OCC(O)CN2CCC(Cc3ccccc3)CC2)c1 (stereo not given),0.2%
CC(CN1CCCC1)OC(=O)C(c1ccccc1)c1ccccc1 (stereo not given),0.1%
CNS(=O)(=O)c1cc(Nc2ncnc3sccc23)ccc1C,0.0%
O=C(NCCN1CCOCC1)c1ccc(Cl)c([N+](=O)[O-])c1,-0.2%
COc1ccc(O)cc1,3.4%
COC(=O)c1ccc(NC(=O)c2ccc3nc(C)sc3c2)cc1,-0.1%
O=C(CN1CCOC1=O)N1CCCC(Nc2ccc(F)c(F)c2)C1 (stereo not given),0.3%
CCOc1cc(-c2nnc(NC(=O)c3ccco3)o2)cc(OCC)c1OCC,1.4%[50 µM]
COC(=O)c1ccc(CCc2cc(O)c(Br)cc2O)cc1,-2.3%
CCC1(CC)CNC(=O)NC1,-3.4%
CC(=O)Oc1ccc(/C=N/NS(=O)(=O)c2ccc(C)cc2)c(OC(C)=O)c1,0.1%
CCOc1ccccc1N(CC(=O)NC1CCCC1)S(=O)(=O)c1ccc(C)cc1,0.0%
O=C(COc1cccc(Cl)c1)NCC(c1cccs1)N1CCOCC1 (stereo not given),3.3%[50 µM]
Cc1cccc(OCCOC(=O)CN2C(=O)NC3(CCCC3)C2=O)c1,1.1%[50 µM]
CCN1C(=O)c2ccc(C(=O)Nc3ccc(O)cc3C)cc2C1=O,0.5%
Cn1c(=O)c2[nH]c(C3CC=CCC3)nc2n(C)c1=O (stereo not given),-0.6%
O=S(=O)(Nc1ccc2ccccc2n1)c1ccccc1,0.7%[50 µM]
COc1ccc2[nH]c3c(c2c1)CCN1C(=O)C(CC(=O)NCc2ccc(OC)c(OC)c2)C[C@H](C(=O)N2CCOCC2)[C@@]31CCC1CCCC1 (stereo not given in full),0.0%
CCc1nc2nc(C)c(NS(=O)(=O)c3ccc(CC(C)C)cc3)c(=O)n2[nH]1,-0.7%
C#CCN(C(=O)c1cc(COc2cccc(C(F)(F)F)c2)on1)C1CCCCC1,-0.5%
COc1ccc(Cl)cc1NC(=O)C1CCN(C(=O)C2CC(=O)N(c3ccc(C)cc3)C2)CC1 (stereo not given),-0.2%
CCOC(=O)C1CCN(C(=O)COC(=O)c2ccc(=O)n(Cc3ccccc3)n2)CC1,0.9%[50 µM]
CC(=O)CCc1ccc(OCCCOc2cccc3cccnc23)cc1,-0.1%
CC(C(=O)Nc1ccc(C#N)cc1)N(C)CC(=O)N(C)c1c(N)n(Cc2ccccc2)c(=O)[nH]c1=O (stereo not given),1.2%
Cc1cccc2cc3c(NC(=O)C(C)(C)C)nn(CC(C)C)c3nc12,0.3%
CC(C(=O)Nc1ccc(F)c(F)c1F)N(C)CCOc1ccccc1 (stereo not given),-0.3%
CSc1ccc(CCNS(=O)(=O)c2ccc3c(c2)C(C)(C)C(=O)N3C)cc1,-0.2%
CC1CCCC(C)N1C(=O)COC(=O)c1cccc(S(=O)(=O)N(C)c2ccccc2)c1 (stereo not given),0.4%[50 µM]

# Following part:
SMILES,UTI89 phage lysis
Cc1ccc2[nH]c3c(c2c1)CCN(C)C3,0.4%
O=C(CNc1ccccc1F)Nc1cccc2ccccc12,-0.4%
CC(=O)Nc1ccc(NC(=O)C(C)OC(=O)c2cccc(S(=O)(=O)N3CCCCCC3)c2)cc1 (stereo not given),-1.8%
CCOC(=O)C1=CC[C@@H](c2cc3cc(OC)ccc3n2C)N(S(=O)(=O)c2ccc(C)cc2)[C@H]1C(=O)OCC,0.8%
COc1cc(OCc2ccccc2)c(C(=O)/C=C/c2ccc3c(c2)OCO3)c(OC)c1OC,-2.7%
Cc1nc(N2CCN(c3ccccn3)CC2)c2c(C)c(C(=O)Nc3ccc(Cl)cc3)sc2n1,-0.2%
Cc1cc(F)ccc1Oc1cc(NN2CCCCC2)c([N+](=O)[O-])cc1[N+](=O)[O-],1.1%
CCOC(=O)C1CCN(CC(=O)c2ccc(O)c(C)c2O)CC1,0.2%
CCN1CCN(c2ccc(S(=O)(=O)N3CCOCC3)cc2NC(=O)CCC(C)C)CC1,1.1%[50 µM]
COc1cccc(-c2ncc3ccccc3c2COC(=O)N(C)C)c1,1.1%
NC(=O)NCCc1ccccc1,1.1%
CC(=O)c1ccccc1C(=O)N1CCCC(CNC(=O)c2ccccc2Cl)C1 (stereo not given),0.3%

# Arranged by molar mass (low to high): three of the compounds above
SMILES,UTI89 phage lysis
COc1ccc(CNCCc2ccc([N+](=O)[O-])cc2)c(OC)c1OC,0.0%
CC(C(=O)Nc1ccc(F)c(F)c1F)N(C)CCOc1ccccc1 (stereo not given),-0.3%
O=C(COc1cccc(Cl)c1)NCC(c1cccs1)N1CCOCC1 (stereo not given),3.3%[50 µM]

# Some of these compounds in order of length of the SMILES, low to high.
SMILES,UTI89 phage lysis
COc1ccc(O)cc1,3.4%
Cc1ccc2[nH]c3c(c2c1)CCN(C)C3,0.4%
O=C(CNc1ccccc1F)Nc1cccc2ccccc12,-0.4%
O=C1/C(=C/c2cccs2)CCC/C1=C\c1cccs1,-0.2%
Cc1cccc(-c2noc(CNC(=O)c3ccco3)n2)c1,1.2%
CNS(=O)(=O)c1cc(Nc2ncnc3sccc23)ccc1C,0.0%
Cn1c(=O)c2[nH]c(C3CC=CCC3)nc2n(C)c1=O (stereo not given),-0.6%
Cc1cccc2cc3c(NC(=O)C(C)(C)C)nn(CC(C)C)c3nc12,0.3%
COc1ccc(CNS(=O)(=O)c2ccc3c(c2)NC(=O)C(C)S3)cc1 (stereo not given),0.3%
COc1ccc(NC(=O)CN2C(=O)NC(C)(c3ccccc3)C2=O)cc1Cl (stereo not given),-1.1%
O=C(COc1ccccc1)NCC(c1ccco1)N1CCN(c2ccc(F)cc2)CC1 (stereo not given),1.0%[50 µM]
Cc1ccc(OCCC(=O)Nc2ccc(C)c(S(=O)(=O)N3CCOCC3)c2)cc1,-0.1%[50 µM]
Cc1nc(N2CCN(c3ccccn3)CC2)c2c(C)c(C(=O)Nc3ccc(Cl)cc3)sc2n1,-0.2%
COC(=O)[C@@]12CCCN1[C@H](c1ccc(-c3ccc4c(c3)OCO4)c(OC)c1)[C@H]1C(=O)N(C)C(=O)[C@H]12,2.4%

# Remaining list, next part
SMILES,UTI89 phage lysis
COc1ccc(S(=O)(=O)NCc2cccnc2)cc1NC(=O)c1ccccc1C,5.0%
CC(C)(C)NC(=O)CSc1ncnc2c1cnn2-c1ccccc1,0.2%
CCOC(=O)COc1ccccc1C(=O)c1cnn(-c2ccccc2)c1,0.0%
O=C(Nc1cc(C(F)(F)F)ccc1N1CCCC1)C1CCCO1 (stereo not given),0.2%[50 µM]
O=C(c1cccc(NS(=O)(=O)c2cccc(C(F)(F)F)c2)c1)N1CCOCC1,-0.5%[50 µM]
COc1ccc(C)cc1NC(=O)C(c1ccccc1)N1CCN(CC(=O)N2CCOCC2)CC1 (stereo not given),1.4%[50 µM]
OCCN(CCO)CC(O)CN1c2ccccc2Sc2ccccc21 (stereo not given),1.4%[50 µM]
CCOc1ccc(CCNC(=O)c2nn(C)c3c2CS(=O)(=O)c2ccccc2-3)cc1OCC,0.4%
Cc1ccc(C(=O)NCC(=O)OCC(=O)Nc2cc(S(=O)(=O)N3CCOCC3)ccc2Cl)s1,0.5%[50 µM]
COc1cc(NC(=O)Cn2cnc(S(=O)(=O)N3CCCC3)c2)cc(OC)c1OC,0.0%
CCN1C(=O)c2ccc(C(=O)NCc3ccco3)cc2C1=O,-0.2%
O=C(COc1ccc(C(=O)NCC2CCCO2)cc1)Nc1cccc(C(F)(F)F)c1 (stereo not given),0.4%[50 µM]
O=C(c1cc(-c2ccccc2)on1)N1CCN(c2ccccc2)CC1,0.0%
Cc1noc(C)c1COc1ccc(C(=O)N2CCN(S(=O)(=O)c3ccccc3)CC2)cc1,0.6%[50 µM]
CCN(CC)c1ccc(S(=O)(=O)N2CCOCC2)cc1NC(=O)CSc1nncs1,1.0%[50 µM]
Cc1ccc(Cn2c(=N)c(S(=O)(=O)c3ccc(C)cc3)cc3c(=O)n4ccccc4nc32)cc1,0.2%
CC1Cc2cc(S(=O)(=O)N3CCCCC3)ccc2N1C(=O)C1CCC1 (stereo not given),0.1%
O=C(NCc1cccs1)C1(S(=O)(=O)c2ccccc2)CC=CC1,1.6%
O=C(N/N=C/c1ccccc1)c1ccc(N2CCCC2=O)cc1,-0.4%
O=C(Nc1ccc(Cl)cc1F)C1CCN(S(=O)(=O)c2cccc3nonc23)CC1,0.1%
O=C(NC1CCN(C(=S)Nc2ccc(Cl)cc2)CC1)c1ccco1,0.0%
O=C(Cc1ccc(F)cc1)Nc1nc(-c2ccc(F)c(F)c2)cs1,0.5%
CC1CCCC(C)N1CCCNC(=O)CN1C(=O)COc2ccc(S(=O)(=O)N3CCOCC3)cc21 (stereo not given),0.1%
O=C(NCCN1CCOCC1)C1CC(=O)N(c2cccc(C(F)(F)F)c2)C1 (stereo not given),1.3%[50 µM]
COc1ccc(C(CC(=O)O)NC(=O)C(c2ccccc2)c2ccccc2)cc1 (stereo not given),0.0%
CCOc1ccc2oc(C(=O)OCC(=O)NC3CCCCC3)c(C)c2c1,0.5%[50 µM]
COc1cccc(CNC(=O)C(NS(=O)(=O)c2ccc3c(c2)CCN3C(C)=O)C(C)C)c1 (stereo not given),-2.7%
CCOC(=O)[C@@H]1[C@H]2COc3cc(OC)ccc3[C@H]2N2C(=O)N(c3ccc(F)cc3)C(=O)[C@]12C,4.4%
COc1cccc(-c2nn(Cc3ccccc3)cc2CO)c1,0.2%
Cc1cc(C(=O)C(C)OC(=O)c2ccc(NC(=O)CC#N)cc2)c(C)n1-c1ccc(OC(F)F)cc1 (stereo not given),-0.5%[50 µM]
Cc1cc(-c2nnc(CCC(=O)NC(C)(C)C34CC5CC(CC(C5)C3)C4)o2)no1,0.0%
Cc1ccc(CNC(=O)CCS(=O)(=O)c2cc3c(cc2C)NC(=O)CO3)cc1,5.1%
CS(=O)(=O)c1ccc(NCCc2ccccn2)c([N+](=O)[O-])c1,-0.1%
COCCCN(CC(=O)NCc1ccccc1)S(=O)(=O)c1ccc(C)cc1,0.1%
Cc1cc(C)c(NC(=O)CSc2nc3ccccc3c(=O)n2CCCN2CCOCC2)c(C)c1,0.6%[50 µM]
CN(C)C(=O)CCc1ccc2c3c([nH]c2c1)[C@]1(CCC2CCCC2)[C@@H](C(=O)N2CCOCC2)C[C@H](CC(=O)NC(C)(C)C)C(=O)N1CC3,0.1%
CC(Oc1ccccc1Cl)C(=O)Nc1ccc(S(=O)(=O)N2CCCC2)cc1 (stereo not given),-0.4%[50 µM]
COc1ccc(C2=NOC(Cn3nc(C(=O)NCc4cccc(C(F)(F)F)c4)cc3-c3ccccc3)C2)cc1 (stereo not given),0.7%
CN(C)CCCNC(=S)N1CCC(c2nc3ccccc3[nH]2)CC1,0.2%

# These rows are one share of the data; the hit share may differ from the screen's.
